TAG inh = inhibitors of triacylglycerol accumulation, primary screen, cell-based, uHTS, fluorescence, H9c2; H9c2 cells, Nile Red lipid (TAG) fluorescence; cells loaded with 200 µM oleic acid; inhibition, % at 12.5 µM; hit rate 0.66% among 230,000;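 active = pattern-corrected inhibition of lipid staining of at least 50% with the nuclear-stain viability signal not falling by more than 50%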;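 note: 0% = DMSO wells and 100% = triacsin C control wells; some results filed as inactive read as strong as hits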
TAG inh DAPI viability = also measured in TAG inh; calls as there; DAPI nuclei signal change (viability), lower = more cytotoxic, %;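 whole-well DAPI fluorescence read on a plate reader as a viability signal; minus 50 percent equals half of cells still viable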
An asterisk follows results filed as active.

SMILES	TAG inh	TAG inh DAPI viability
COc1ccccc1C1NC(=O)NC(C)=C1C(=O)OC1CCCCC1 (stereo not given)	-6	-3
CS(=O)(=O)N(CCc1ccccc1)CC(N)=O	3	-15
Cc1ccc(S(=O)(=O)N(C)C)cc1NC(=O)C1CCCCC1	5	-5
CCCCOC(=O)Cn1c(=O)c2c(nc3n2CCCCN3c2ccc(C)cc2)n(C)c1=O	0	2
CCS(=O)(=O)N1CCN(c2ccc([N+](=O)[O-])c(NCc3cccnc3)c2)CC1	6	12
COc1ccc(OC)c(NC(=O)c2ccc(S(=O)(=O)N3CCN(C)CC3)cc2)c1	2	26
CSc1ccccc1OCc1cc(C(=O)N(C)Cc2c(C)n[nH]c2C)no1	-3	3
Cc1ccc(C(=O)N/N=C\c2ccc(OC(=O)c3cccs3)cc2)cn1	5	-3
COC(=O)c1cc(NC(=O)Cc2ccc(OC)c(OC)c2)cc(C(=O)OC)c1	16	-2
C/C(CC(=O)Nc1ccc(C)cc1C)=N\NC(=O)C(C)C	9	1
Cn1cc([N+](=O)[O-])c(C(=O)NCc2cc3cc(Cl)ccc3[nH]2)n1	0	15
COc1ccc(CC(N)c2csc(NC(=O)Nc3ccccc3-c3ccccc3)n2)cc1 (stereo not given)	73*	-41*
Cc1cccc(NC(=O)CNC(=O)CN2C(=O)NC3(CCCc4ccccc43)C2=O)c1C (stereo not given)	0	-6
COc1ccc(C(=O)N2CCC(CCC(=O)Nc3cccc(C)c3)CC2)cc1	-17	-8
CCCCNC(=O)C1(C)CCN1C(=O)CSc1ccccc1 (stereo not given)	-4	3
CC1CCCCC12NC(=O)N(CC(=O)Nc1ccc(N3CCCCC3)cc1)C2=O (stereo not given)	10	5
CN1[C@@H]2CC[C@H]1CC(OC(=O)[C@H](CO)c1ccccc1)C2 (stereo not given in full)	-4	3
Cc1cc(C)cc(N(C(=O)CCC(=O)Nc2cc(C)on2)C(C(=O)NC2CCCC2)c2ccco2)c1 (stereo not given)	23	-9
CCCn1c(N2CCN(C(=O)Nc3ccc(Cl)cc3)CC2)nc2ccccc21	11	-8
NNc1nc(-c2ccccc2)nc(-c2ccccc2)c1Br	1	4
CCc1nc2ccc(C(=O)NCCOc3ccc(OC)cc3)cn2c1N(C)Cc1ccc(N(C)C)cc1	19	-16
CCN1C(=O)c2n[nH]c(C(=O)OC)c2C1=O	-6	0
CCN(CC)CCOCCOc1ccc(Cl)c2ccccc12	4	28
Cc1ccc(Sc2nc([N+](=O)[O-])nn2C)cc1	-12	-1
COc1ccc2sc(-c3ccccc3OC)c(-c3ccc(OC)c(F)c3)c2c1	4	-7
O=C(Nc1ccc(-c2csc(Nc3ccccc3)n2)cc1)c1ccccc1	34	2
COc1ccccc1NC(=O)C(C)OC(=O)c1ccc(-n2cnnn2)cc1 (stereo not given)	12	3
O=C(Cn1c2ccc(F)cc2c2nc3n(c(=O)c21)CCS3)Nc1ccc(Cl)cc1F	-1	2
CCOc1ccc(NC(=O)C2CCC(CNc3c(N4CCC(C)CC4)c(=O)c3=O)CC2)cc1 (stereo not given)	13	0
CCNC(=S)Nc1ccc2ncoc2c1	-8	8
CCOC(=O)CSc1nnc(Cc2ccccc2)n1-c1cccc(Cl)c1	19	6
CC(=O)c1ccc(OCc2cc([N+](=O)[O-])cc3c2OCOC3)cc1	6	-1
CCOC(=O)Nc1ccc(Oc2ccccc2)cc1	17	1
COc1ccc(Nc2nc3c(C)cccn3c(=O)c2C=NCc2ccccc2)cc1	15	-9
Brc1ccc(CSc2ccc(-c3ccco3)nn2)cc1	-22	-3
COC(=O)c1cnc(Nc2nc(C(N)Cc3ccc(OC)cc3)cs2)nc1C(F)(F)F (stereo not given)	10	-2
CCN(CC)CCCNc1nc2ccccc2[nH]1	5	9
COc1ccc(NC(=O)Nc2ccc3c(c2)OCO3)c(C)c1	-14	5
CCCCCNC(=O)CCc1ccccc1	4	11
CCCS(=O)(=O)NC(=O)C1(C)CCN(C(=O)c2ccccc2OC)C1 (stereo not given)	-1	6
Cc1nnc(SCC(=O)Nc2c(Cl)cccc2Cl)n(N)c1=O	0	4
C=CCOc1ccc(CN(C)C(=O)c2ccc(CNS(=O)(=O)c3ccc(C)c(C)c3)cc2)cc1	-4	-5
CCOC(=O)c1ccc(NC(=O)c2nccnc2C(=O)O)cc1	4	8
NC(=O)Cn1c(=O)n(CCCC(=O)NC2CCN(Cc3ccccc3)CC2)c(=O)c2ccccc21	-6	-8
CCn1nnnc1SCC(=O)Nc1ccc(OC)cc1	-3	1
CCOc1ccc(S(=O)(=O)NCCCn2ccnc2)cc1	-5	-2
Clc1ccccc1-c1ncc2ccccn12	3	-4
O=C(NNC(=O)c1ccc(F)c(S(=O)(=O)N2CCOCC2)c1)c1ccc([N+](=O)[O-])cc1	-14	9
CCN(CC)S(=O)(=O)c1cc(NC(=O)C2CSC3(C)CCC(=O)N23)ccc1C (stereo not given)	-9	-2
Cc1ccc(O)c(C(=O)c2cc(C#N)c(=O)n(CC3CCCO3)c2)c1 (stereo not given)	-15	0
O=C(COC(=O)c1ccccc1NC(=O)c1ccco1)NC1CCCCC1	-5	-1
CN(C)c1nc(SCCOC(=O)c2ccccc2)nc(N(C)C)n1	-44	2
CCCc1cc2c(=O)n(NC(=O)c3nn(C)cc3[N+](=O)[O-])c(C)nc2s1	7	5
COC(=O)c1sc(SC)c(S(=O)(=O)C(C)C)c1N/N=C(\C#N)C(=O)c1ccccc1	14	-11
COCC1CCN(Cc2cn[nH]c2-c2ccc(OC)cc2F)C1 (stereo not given)	7	9
O=C(c1ccco1)N1CCN(C(=O)c2cc3c(s2)-c2ccccc2OC3)CC1	10	46
O=C(CCn1c(=O)oc2ccccc21)NCCN1CCOCC1	12	-4
COc1cc(/C=C/C(=O)OCC(=O)N2CCCC2)cc(OC)c1OC	-7	9
Cc1cccc(N2CCN(C(=O)Cn3c(=O)[nH]c4ccsc4c3=O)CC2C)c1 (stereo not given)	3	-4
CC(=O)C1C(c2ccc(C)cc2)c2c(noc2C)CC1(C)O (stereo not given)	-1	-5

The results go on:
SMILES	TAG inh	TAG inh DAPI viability
CC(C)(C)NC(=O)COC(=O)c1ccc(S(=O)(=O)N2CCCC2)cc1	7	-3
C[C@@H](C(=O)Nc1cc(C(F)(F)F)ccc1N1CCOCC1)N1C(=O)C2CC=CCC2C1=O (stereo not given in full)	-5	-5
CN1CCN(S(=O)(=O)c2cccc(C(=O)N(C)CC(=O)Nc3ccc(F)c(F)c3F)c2)CC1	-17	-5
Cc1cc(C)c(N(C(=O)c2csnn2)C(C(=O)NC(C)(C)C)c2ccncc2)c(C)c1 (stereo not given)	-11	-3
CCCCn1c(N)c(N(CC(C)C)C(=O)CC(NC(=O)c2ccccc2Cl)c2ccccc2)c(=O)[nH]c1=O (stereo not given)	-7	6
COc1ccc(NC(=O)C(C)NS(=O)(=O)c2ccccc2)cc1Cl (stereo not given)	19	-3
Cc1c(NC(=O)COC(=O)/C=C/c2cccc(F)c2)c(=O)n(-c2ccccc2)n1C	-8	-7
Cc1ccc(-c2nnn(CC(=O)NCCc3ccc4c(c3)OCO4)n2)cc1	9	-6
O=C(/C=C/c1ccccc1)OCC(=O)N1CCN(c2ccccc2)CC1	-15	1
CNCc1ccc(OCc2ccccc2)c(OC)c1	-3	-2
Cc1ccc2[nH]c(=O)c(-c3noc(CC(C)C)n3)cc2c1	-12	3
COCCn1cc(C(=O)c2ccccc2OCC(=O)Nc2cc(C)on2)cc(C#N)c1=O	-1	4
N#Cc1nc(COc2ccccc2)oc1N1CCCC1	-31	-8
CC1=C(C(=O)OC(C)C)C(c2ccc(N(C)C)cc2)C2=C(CC(C)(C)CC2=O)N1 (stereo not given)	7	-8
CCOC(=O)c1sc(NC(=S)NC(=O)c2ccc(OC)cc2)nc1C	-2	-3
CCC(=O)Nc1nnc(-c2ccccn2)o1	9	2
CCCN=C1N(C)C[C@@H]2[C@@H]3C(=O)N(Cc4ccccc4)C(=O)[C@@H]3[C@](CC)(C(=O)OC)N12	2	6
C=CCNc1nc(C(=O)OCC(=O)Nc2cccc(SC)c2)cs1	3	-5
Cc1nnc(NNS(=O)(=O)c2ccc(Cl)cc2)[nH]c1=O	1	-3
COc1ccc(C(=O)NCc2ccccc2CN2CCCC2)cc1S(=O)(=O)N1CCOCC1	-1	6
CN(C)c1ccc(CNCc2cccnc2)cc1	8	-2
CCC(c1ccccc1)c1nnc(NC(=O)c2ccco2)s1 (stereo not given)	1	-4
O=C(NCc1ccc(F)cc1)c1cccc2c1C(=O)c1ccc(N3CCC(Cc4ccccc4)CC3)cc1S2(=O)=O	-29	-8
O=c1cnn(-c2ccc(Cl)cc2Cl)c(-c2ccccc2)c1	15	1
O=C(COC(=O)c1ccc([N+](=O)[O-])s1)Nc1cccc(S(=O)(=O)NC2=NCCCCC2)c1	-24	-6
Cc1ccc(CSc2nnc([C@@H]3CCCN3C(=O)OC(C)(C)C)o2)cc1	-3	-2
COc1ccc(CCNC(=O)c2cccc(S(=O)(=O)N3CCCC3)c2)cc1OC	6	0
CN(Cc1cn(C)nc1-c1ccccc1F)C1CCOC1 (stereo not given)	5	-8
CCCC(=O)N1CCN(c2ccc(NC(=O)c3ccc(OCC)c([N+](=O)[O-])c3)cc2)CC1	-9	1
Cc1cccc2c1nc(-c1ccccc1)n1cnnc21	35	-15
COc1ccc(/C=N\NC(=O)C2=NNC(=O)C2C)cc1 (stereo not given)	-5	-2
N#Cc1cn(CCOC(=O)c2cccc(C(F)(F)F)c2)c(=O)[nH]c1=O	1	4
COc1ccc(C=C2SC(=S)N(CCCC(=O)Nc3ccc(C(=O)O)c(O)c3)C2=O)cc1OC	6	-11
COc1cccc(/C=N/NC(=O)C(=O)NCc2cccnc2)c1OC	11	-6
COc1ccc(/C=N/OC(=O)Nc2ccccc2)cc1[N+](=O)[O-]	-7	-5
CC(C)CC(=O)N1CCN(C(=O)c2ccco2)CC1	-3	0
COc1cccc(NC(=O)CSc2ccc3nnc(-c4ccccn4)n3n2)c1	0	-8
COc1ccc2c(c1)c(/C=N/Nc1ccc(C(=O)O)cc1)c(C)n2C	2	-6
CNC(=O)/C(C#N)=C/c1cc(C)n(-c2ccc(N3CCOCC3)cc2)c1C	-13	-10
O=C(N/C(=C\c1ccc([N+](=O)[O-])cc1)C(=O)N1CCOCC1)c1ccccc1	7	-3
Cc1ccc(C(=O)Nn2cnnc2)cc1S(=O)(=O)N1CCOCC1	4	-11
CC(C)n1cc(/C=N/Nc2ccc(Cl)c(C(=O)O)c2)c2ccccc21	-9	4
COc1ccc(S(=O)(=O)N2CCC(O)(c3ccc(Cl)cc3)CC2)cc1	14	-4
CC(=O)N(C(C)=O)c1nc(-c2ccccc2)cn1/N=C/c1cccc([N+](=O)[O-])c1	5	-16
CCCCn1c(-c2ccc(Cl)cc2)nc2c(=O)n(C)c(=O)[nH]c21	10	-8
Nc1ncccc1C(=O)OCC(=O)NC1CCCCCC1	-9	1
COP(=O)(OC)c1ccc(NCc2cc(O)ccc2O)cc1	-4	2
CCCC(=O)Nc1cccc(-c2nc3ccccc3o2)c1	24	10
O=[N+]([O-])c1ccc(NN=Cc2ccccc2)nc1	1	-4
O=[N+]([O-])c1ccc(C[n+]2ccccc2)cc1	16	3
CCCSc1nc2c(c(=O)n(C)c(=O)n2C)n1Cc1ccc(C)cc1	-14	-8
Cc1cccc(NC(=O)C2CC(O)CN2C(=O)OCc2ccccc2)c1 (stereo not given)	-13	1
COc1ccc(C2=NS(=O)(=O)N(C)C(C(=O)N3CCCCC3)=C2)cc1OC	6	-3
CSc1nc2nc3c(cc2c(=O)n1-c1ccc(C)cc1)COC(C)(C)C3	2	-5
O=C(NCC(F)(F)F)c1csc([C@@H]2O[C@H](CO)[C@H](O)[C@H](O)[C@H]2O)n1	5	0
CCN(CC)S(=O)(=O)c1ccc(C)c(NC(=O)CNc2cccc(S(=O)(=O)N3CCOCC3)c2)c1	19	-4
COCCCNC(=S)N1CCN(Cc2ccc3c(c2)OCO3)CC1	11	-6
COc1ccc(CNC(=O)CCCn2nc(C)c([N+](=O)[O-])c2C)cc1OC	1	7
COCC(=O)N/N=C(\C)CC(=O)Nc1ccccc1C(N)=O	14	-6
Cc1cc(=O)oc2cc(NC(=O)C3CCCC3)ccc12	20	7

Filtered by structure: the compounds so far containing an aryl thioether with sulfur outside any ring.
SMILES	TAG inh	TAG inh DAPI viability
CSc1ccccc1OCc1cc(C(=O)N(C)Cc2c(C)n[nH]c2C)no1	-3	3
CCCCNC(=O)C1(C)CCN1C(=O)CSc1ccccc1 (stereo not given)	-4	3
Cc1ccc(Sc2nc([N+](=O)[O-])nn2C)cc1	-12	-1
CCOC(=O)CSc1nnc(Cc2ccccc2)n1-c1cccc(Cl)c1	19	6
Brc1ccc(CSc2ccc(-c3ccco3)nn2)cc1	-22	-3
Cc1nnc(SCC(=O)Nc2c(Cl)cccc2Cl)n(N)c1=O	0	4
CCn1nnnc1SCC(=O)Nc1ccc(OC)cc1	-3	1
CN(C)c1nc(SCCOC(=O)c2ccccc2)nc(N(C)C)n1	-44	2
COC(=O)c1sc(SC)c(S(=O)(=O)C(C)C)c1N/N=C(\C#N)C(=O)c1ccccc1	14	-11
C=CCNc1nc(C(=O)OCC(=O)Nc2cccc(SC)c2)cs1	3	-5
Cc1ccc(CSc2nnc([C@@H]3CCCN3C(=O)OC(C)(C)C)o2)cc1	-3	-2
COc1cccc(NC(=O)CSc2ccc3nnc(-c4ccccn4)n3n2)c1	0	-8
CCCSc1nc2c(c(=O)n(C)c(=O)n2C)n1Cc1ccc(C)cc1	-14	-8
CSc1nc2nc3c(cc2c(=O)n1-c1ccc(C)cc1)COC(C)(C)C3	2	-5

Some of the compounds tested; rates above refer to the full screens.
